Bioassay records: PubChem, several laboratories
STK33 inh – human STK33 kinase inhibition | Q9BYT3 | inhibition, % at 10 µM | AID 2661 | purified STK33, MBP phosphorylation, ADP-Glo luminescence | hit rate 0.073% among 320,000;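 active = inhibition at or above 25%, using the most active replicate where run in duplicate; inactive = inhibition below 25%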
Target sequence (Q9BYT3 whole entry, looked up): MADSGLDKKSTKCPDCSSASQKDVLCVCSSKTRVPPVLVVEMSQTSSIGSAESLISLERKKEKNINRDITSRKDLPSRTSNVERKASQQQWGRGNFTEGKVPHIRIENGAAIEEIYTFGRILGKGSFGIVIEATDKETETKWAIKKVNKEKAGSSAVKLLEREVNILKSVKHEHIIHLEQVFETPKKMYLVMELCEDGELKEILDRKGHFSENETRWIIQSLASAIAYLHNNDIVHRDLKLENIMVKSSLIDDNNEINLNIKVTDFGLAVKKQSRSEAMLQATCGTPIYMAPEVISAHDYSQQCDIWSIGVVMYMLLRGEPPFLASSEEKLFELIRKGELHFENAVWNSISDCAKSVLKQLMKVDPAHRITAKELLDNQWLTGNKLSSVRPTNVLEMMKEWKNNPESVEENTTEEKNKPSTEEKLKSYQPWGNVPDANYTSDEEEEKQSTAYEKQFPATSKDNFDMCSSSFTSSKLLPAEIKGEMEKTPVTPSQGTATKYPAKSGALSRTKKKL
CHT inh – inhibits the human high affinity choline transporter; CHT-expressing cells, membrane potential dye, choline response; stronger effect = lower value; B-score at 10 µM; hit rate 0.86% among 310,000; AID 488975;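 active = B-score over 3 SD under the library average, and starting fluorescence ratio not unusually high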;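 also: choline stimulus applied at its EC90 after an EC20 pre-addition; B-score computed on integrated fluorescence ratio after choline addition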
Target sequence (Q9GZV3 whole entry, looked up): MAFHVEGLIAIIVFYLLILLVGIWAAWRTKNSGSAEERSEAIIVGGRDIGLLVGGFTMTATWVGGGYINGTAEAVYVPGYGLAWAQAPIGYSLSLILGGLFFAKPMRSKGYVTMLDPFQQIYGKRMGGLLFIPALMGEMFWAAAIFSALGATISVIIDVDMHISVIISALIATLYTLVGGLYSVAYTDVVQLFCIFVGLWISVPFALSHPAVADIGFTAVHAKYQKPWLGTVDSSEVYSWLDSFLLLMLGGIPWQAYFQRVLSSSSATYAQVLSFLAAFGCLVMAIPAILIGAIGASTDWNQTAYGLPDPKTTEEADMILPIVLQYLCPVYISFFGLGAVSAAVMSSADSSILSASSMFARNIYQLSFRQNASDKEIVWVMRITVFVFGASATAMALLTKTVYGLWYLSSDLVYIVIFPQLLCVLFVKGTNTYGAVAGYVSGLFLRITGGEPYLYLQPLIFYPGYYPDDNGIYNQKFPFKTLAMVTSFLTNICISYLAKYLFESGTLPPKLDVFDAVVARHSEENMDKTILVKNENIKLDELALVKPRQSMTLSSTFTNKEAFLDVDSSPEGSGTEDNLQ
CHT allo act – human CHT allosteric activation. Q9GZV3. B-score at 10 µM. CHT-expressing cells, membrane potential dye, choline EC20; stronger effect = higher value; LV-AA mutant CHT in HEK293 cells. AID 488977. hit rate 0.49% among 310,000;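 active = initial fluorescence not abnormally high and integrated response B-score, plate-corrected, over 3 SD above library mean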
Starred values were filed as active, the others as inactive; i = inactive; . = not tested or not shown. Not a hit list (roughly 1.5% active in at least one column).

SMILES | STK33 inh | CHT inh | CHT allo act
CCn1cc(CNC(=S)Nc2cccc3ccccc23)cn1 | 0.3 | i | i
COc1ccc(NC(C)=O)cc1NC(=O)CN1CCN(CC(=O)Nc2ccccc2Cl)CC1 | -0.5 | i | i
Cc1ccc(N(C)C(=O)N2CCN(S(=O)(=O)c3ccc(C)cc3)CC2)cc1 | 1.2 | i | i
Cc1cc(-c2nc3ccccc3[nH]2)ccc1N | 2.1 | i | i
CCc1nc2ccccc2[nH]c1=O | 0.2 | i | i
CC(C)CN(CCCNC(=O)CC1Oc2ccccc2NC1=O)CC(C)C (stereo not given) | -0.2 | i | i
Cc1ccc(C)c(CNC(=O)Nc2ccccc2)c1 | -1.6 | i | i
O=C(c1ccc(S(=O)(=O)Cc2ccccc2F)c([N+](=O)[O-])c1)N1CCCC1 | -0.2 | i | i
CCC1C(=O)NCCN1C(=O)c1ccccc1OC1CCN(S(C)(=O)=O)CC1 (stereo not given) | -0.3 | i | i
CCc1cccc2c1NC(=O)C21OCCO1 | -0.4 | i | i
Cn1nc(C(F)(F)F)c2cc(C(=O)N3CCOCC3)sc21 | 1.7 | i | i
O=C(Nc1ccc(C(=O)c2ccccc2)cc1)c1ccccc1 | -0.4 | i | i
NC1=NC(=O)S/C1=C\c1ccc(F)cc1 | -0.6 | i | i
NC(=O)c1cccn1Cc1ccccc1Cl | 0.0 | i | i
CCOC(=O)c1c(C)[nH]c(C)c1S(=O)(=O)N1CCCCC1 | -0.2 | i | i
CC1CCCC(C)N1C(=O)COC(=O)c1cc(-c2cccs2)nn1-c1ccccc1 (stereo not given) | . | i | i
Cc1ccc([N+](=O)[O-])cc1-c1ccc(/C=C(\C#N)c2[nH]nc(N)c2C#N)o1 | -1.1 | i | i
O=C(CSc1ccc(F)cc1)Nc1ccc(C2SCCS2)cc1 | 0.8 | i | i
Cn1nnc2c(N3CCCCC3)nccc21 | 0.7 | i | i
Cc1cc(NCC2CCCO2)n2c(nc3ccccc32)c1C#N (stereo not given) | -0.6 | i | i
O=C(NC12CC3CC(CC(C3)C1)C2)N1CC2Cc3cccc(=O)n3C(C2)C1 (stereo not given) | 5.3 | i | i
O=C(CSc1nc2ccccc2c(=O)[nH]1)c1ccccc1 | -0.2 | i | i
Cc1noc(C)c1C(=O)N(C)Cc1ccccc1 | -0.3 | i | i
COC(=O)Cc1ccc(NC(=S)NCc2cccc(OC)c2)cc1 | -1.9 | i | i

5 entries out of the list, ordered by length of the SMILES, ascending.
SMILES | STK33 inh | CHT inh | CHT allo act
NC1=NC(=O)S/C1=C\c1ccc(F)cc1 | -0.6 | i | i
Cc1cc(-c2nc3ccccc3[nH]2)ccc1N | 2.1 | i | i
O=C(CSc1ccc(F)cc1)Nc1ccc(C2SCCS2)cc1 | 0.8 | i | i
COC(=O)Cc1ccc(NC(=S)NCc2cccc(OC)c2)cc1 | -1.9 | i | i
CC1CCCC(C)N1C(=O)COC(=O)c1cc(-c2cccs2)nn1-c1ccccc1 (stereo not given) | . | i | i

The list continues:
SMILES | STK33 inh | CHT inh | CHT allo act
COc1ccc(NC(=O)Cn2nnc(C(=O)NCCc3ccccc3)c2N)c(OC)c1 | -1.9 | i | i
COc1ccc(CNCc2ccc(F)cc2)c(OC)c1 | -1.0 | i | i
C(=N\N1CCN(Cc2ccccc2)CC1)/c1ccccc1 | -1.3 | i | i
CC(C)NC(=O)c1c(O)c2ccccc2[nH]c1=O | 0.8 | i | i
C=CCCC(=O)N1CCC(n2nccc2NC(=O)CCCc2ccccc2)CC1 | 0.2 | i | i
NS(=O)(=O)c1ccc(CCNC(=O)COC(=O)CC(c2ccccc2)c2ccccc2)cc1 | -1.3 | i | i
CCOC(=O)C=C1CCN(c2ncc(C(F)(F)F)cc2Cl)CC1 | -1.5 | i | i
CC(C)CN1CN(Cc2ccccc2)CNC1=S | -1.9 | i | i
COc1cc2nc(N(C)C)nc(N)c2cc1OC | -0.3 | i | i
CC1(C)Cc2nc3sc(C(=O)O)c(N)c3cc2CS1 | -1.2 | i | i
O=C(NCCN1CCOCC1)c1ccc2c(c1)N(Cc1ccccc1)C(=O)c1ccccc1S2 | 0.7 | i | i
COc1cc(C(=O)N/N=C/c2ccc3c(c2)c2ccccc2n3C)ccc1O | 0.6 | i | i
CCOc1ccccc1CNC(=O)c1nn(C)c2c1CS(=O)(=O)c1ccccc1-2 | 0.2 | i | i
CCN(CC)S(=O)(=O)c1ccc2nc(CCl)[nH]c2c1 | 2.3 | i | i
O=C(N[C@@H](Cc1ccc(O)cc1)C(=O)O)c1ccncc1 | -4.4 | i | i
CN1C2C=C3C(C#N)=C(N)C(C#N)(C#N)C(c4ccc(Br)cc4)C3C1CC2 (stereo not given) | -3.0 | i | i
O=C(/C=C/c1ccccc1)Nc1cc(NC(=O)/C=C/c2ccccc2)cc(C(=O)O)c1 | -1.7 | i | i
COc1ccccc1N=Nc1c(O)[nH]c2ccc(Br)cc12 | -1.0 | i | i
COC(=O)N/N=C/c1ccc(Oc2ccccc2)cc1 | -0.4 | i | i
COc1ccc(C(C(=O)NC2CCCC2)N(Cc2ccc(C)cc2)C(=O)c2ccn[nH]2)cc1OC (stereo not given) | -1.4 | i | i
CCN(CC)C(=O)Oc1ccc2c(c1)O/C(=C\c1ccco1)C2=O | -2.5 | i | i
Cc1cc(NS(=O)(=O)c2cccc([N+](=O)[O-])c2)no1 | -1.7 | i | i
Cc1ccc(N(CC(=O)O)S(C)(=O)=O)cc1 | -1.6 | i | i
COc1ccc(C(=O)CC(c2ccccc2)S(=O)(=O)c2ccc(C)cc2)cc1 (stereo not given) | -2.6 | i | i

Nothing new here: entries from further up.
SMILES | STK33 inh | CHT inh | CHT allo act
CCN(CC)C(=O)Oc1ccc2c(c1)O/C(=C\c1ccco1)C2=O | -2.5 | i | i
Cc1cc(NS(=O)(=O)c2cccc([N+](=O)[O-])c2)no1 | -1.7 | i | i
Cc1ccc(N(CC(=O)O)S(C)(=O)=O)cc1 | -1.6 | i | i
COc1ccc(C(=O)CC(c2ccccc2)S(=O)(=O)c2ccc(C)cc2)cc1 (stereo not given) | -2.6 | i | i

Next entries follow:
SMILES | STK33 inh | CHT inh | CHT allo act
O=C(O)CCCc1nc(-c2ccc(Cl)cc2)no1 | -2.0 | i | i
O=C(N/N=C/c1ccc([N+](=O)[O-])o1)C1CC1 | -0.3 | i | i
COc1ccc(-c2nc(CS(=O)CC(=O)NCc3cccnc3)c(C)o2)cc1 (stereo not given) | -0.8 | i | i
CN(Cc1nccn1C)C(=O)CC1C(=O)NCCN1CC(c1ccccc1)c1ccccc1 (stereo not given) | 0.5 | i | i
CCCOc1ccc(CCCN=C(N)N)cc1Cl | -0.7 | i | i
Cc1ccc(SCCC(=O)NCc2ccco2)cc1 | 0.6 | i | i
CCN(Cc1ccccc1)C(=O)Cn1cc2c(n1)CCCC2 | -0.3 | i | i
O=C1CC(c2ccc(Cl)c([N+](=O)[O-])c2)c2ccc3ccccc3c2N1 (stereo not given) | -0.8 | i | i
CCCC(=O)NC(=S)Nc1cccc(Cl)c1N1CCCCC1 | 0.6 | i | i
NC(=O)C1=C[C@@H](c2ccc(C(F)(F)F)cc2)C[C@@H](OCc2ccc(CO)cc2)O1 | -2.1 | i | i
O=C(O)CSCCCC(=O)Nc1ccc(Br)cc1 | -0.9 | i | i
COC(=O)C[C@H]1c2cc(F)ccc2S(=O)(=O)N1c1ccc(N(C)C)cc1 | -0.6 | i | i
CCn1cc(-c2cc(C(=O)O)c3ccccc3n2)c(C)n1 | -1.1 | i | i
CCN(CC)CCCN1C(=O)c2oc3ccccc3c(=O)c2C1c1cc(OC)ccc1OC (stereo not given) | -1.0 | i | i
Fc1ccccc1Cc1noc(CN2CCN(Cc3ccc4c(c3)OCO4)CC2)n1 | -0.1 | i | i
Cc1ccc(NC(=O)CN(C)Cc2c(O)ccc3ccccc23)cc1 | 1.3 | i | i
CN(C)c1ccc(C(CNS(=O)(=O)c2ccc3ccccc3c2)c2c[nH]c3ccccc23)cc1 (stereo not given) | 0.8 | i | i
CCOC(=O)Cc1cc(=O)[nH]c(/N=C(\N)Nc2ccc(OC)cc2)n1 | 0.1 | i | i
CCc1cccc2c(C=C(C#N)C#N)cn(CC(=O)N3CCCC3)c12 | -0.8 | i | i
CCCSc1ncnc2c1oc1ccccc12 | -0.7 | i | i
CC(=O)c1cccc(NC(=O)C2CCCN(S(=O)(=O)c3cccc4cccnc34)C2)c1 (stereo not given) | -1.5 | i | i
O=C(N/N=C/c1cccc(Oc2ccccc2)c1)c1ccncc1 | 4.9 | i | i
COc1cccc(C(=O)N/N=C(\C)c2cccc(NC(=O)c3ccc(F)cc3)c2)c1OC | 2.6 | i | i
O=C(NCCCN1CCCCCC1)c1ccc(N2CCCC2=O)cc1 | -0.7 | i | i
CCOC(=O)CN(Cc1ccccc1)S(=O)(=O)c1ccc(NC(C)=O)cc1 | 0.4 | i | i
CC(=O)CCC(=O)OCC(=O)Nc1ccc(SC(F)F)cc1 | 0.1 | i | i
COc1ccc(CCN(C)C(=S)Nc2ccc(SC(F)F)cc2)cc1OC | 0.2 | i | i
Cc1cc(C)nc(N2CCC(C(=O)Nc3cccc(C(F)(F)F)c3)CC2)n1 | -1.0 | i | i
CCN(CC)CCCN(Cc1cc2cc3c(cc2[nH]c1=O)OCO3)C(=S)Nc1ccccc1OC | 0.1 | i | i
CCOc1ncccc1C(=O)OCC(=O)N(CC(C)C)C1CCS(=O)(=O)C1 (stereo not given) | -1.4 | i | i
Cc1nn(Cc2ccc(F)cc2)c2sc(C(=O)Nc3nccs3)cc12 | -1.3 | i | i
O=C(CCc1nnc2ccc(N3CCCCC3)nn12)NCc1ccco1 | -0.1 | i | i
COc1cccc(C(C(=O)NC2CCCC2)N(C(=O)c2ccco2)C2CC2)c1OC (stereo not given) | 1.5 | i | i
CCOC(=O)c1c(NC=O)sc2c1CCC2 | -0.6 | i | i
Clc1ccc(OCCOCCN2CCc3ccccc3C2)c(Cl)c1 | -0.5 | i | i
Clc1nc2c(-c3ccccc3)nnn2c2ccccc12 | 0.3 | i | i
Cc1cccc(C(=O)N(CC(=O)Nc2sc(C)c(C)c2C(N)=O)C2CCCC2)c1 | -2.4 | i | i
C/C(=C\C(=O)c1ncc(C(F)(F)F)cc1Cl)N(C)C | -0.3 | i | i
COc1cc(C2Nc3cc(C)c(C)cc3NC3=C2C(=O)CC(C)(C)C3)ccc1OC(C)=O (stereo not given) | -0.4 | i | i
COc1cccc(C(=O)NCc2ccccc2OC)c1 | -2.1 | i | i
Cc1cccn2c(=O)c(/C=N/O)c(N3CCOCC3)nc12 | -0.2 | i | i
O=C(NCCC1CCCCN1S(=O)(=O)c1ccc(F)cc1)C(=O)NCc1ccncc1 (stereo not given) | -1.4 | i | i
CC1(C)OC(C(N)=O)C(C(N)=O)O1 (stereo not given) | 1.0 | i | i
C/C(=N\NC(=S)NC(C)C)c1cccc([N+](=O)[O-])c1 | -1.9 | i | i
COc1ccc(Cl)cc1S(=O)(=O)NC1CC(C)(C)NC(C)(C)C1 | -0.8 | i | i
CCCCOc1ccc(C(=O)N2CCN(c3ccc(N4CCOCC4)nn3)CC2)cc1 | 0.4 | i | i
O=C(CN1C(=O)NC2(CCc3ccccc32)C1=O)c1ccc(F)cc1 (stereo not given) | 0.9 | i | i
CCCc1[nH]n(-c2ccc([N+](=O)[O-])cc2)c(=O)c1C(C)=NCc1ccncc1 | -0.4 | i | i
FC(F)Oc1ccc(NC(=S)NCCc2ccccn2)cc1 | 2.0 | i | i
O=c1cc(C(F)(F)F)c2sc(N3CCCCC3)nc2[nH]1 | -1.6 | i | i
CCOc1ccc(C2CC(c3cccc(OC)c3)Nc3nc(N)nn32)cc1 (stereo not given) | 0.5 | i | i
O=c1c(C(c2ccc(Br)cc2)c2c(O)nc3n(c2=O)CCCS3)c(O)nc2n1CCCS2 | -2.3 | i | i
O=C(Nc1c(C(=O)c2ccccc2)oc2ccccc12)c1cc(-c2ccccc2O)n[nH]1 | -1.5 | i | i
CC(C)/C=C(/C(=O)c1ccc(Cl)cc1Cl)n1cncn1 | -0.7 | i | i
O=C(Cc1ccccc1)N1CCc2ccccc21 | 0.8 | i | i
Oc1c(Br)cc(/C=N/n2c(-c3ccccc3)n[nH]c2=S)c(O)c1Br | 3.0 | i | i
O=C(CCSc1ccc(Cl)cc1)NCc1ccccn1 | -1.1 | i | i
COC(=O)c1cn(C(=O)c2cccc(C)c2)c2ccccc12 | -0.8 | i | i
Cc1cc(NC2CCCC2)n2nc(C)c(-c3ccccc3)c2n1 | -0.4 | i | i
Cc1ccc(C(=O)Nc2ccon2)cc1S(=O)(=O)N1CCOCC1 | -0.4 | i | i

Complete entries, looked up by structure. Screens in order: STK33 inh | CHT inh | CHT allo act
Results for `Cc1ccc(C(=O)Nc2ccon2)cc1S(=O)(=O)N1CCOCC1` : -0.4 | i | i
Results for `FC(F)Oc1ccc(NC(=S)NCCc2ccccn2)cc1` : 2.0 | i | i

The listing continues:
SMILES | STK33 inh | CHT inh | CHT allo act
Cc1ccc([N+](=O)[O-])cc1NC(=O)CN(C)CCOc1ccccc1 | -1.6 | i | i
NC(=S)N/N=C1\CCSc2ccc(Cl)cc21 | -1.2 | i | i
CS(=O)(=O)c1cnc2c(-c3ccsc3)cnn2c1N | -1.5 | i | i
CC(C)Cn1nc(NC(=O)C(C)(C)C)c2cc3ccccc3nc21 | -0.6 | i | i
COc1ccc(CN(C(=O)c2snc(C(N)=O)c2N)C(C(=O)NC(C)(C)C)c2ccco2)cc1 (stereo not given) | -1.2 | i | i
CCCc1cc(=O)[nH]c(SCC(=O)Nc2ccc(Br)cc2Br)n1 | -0.7 | i | i
